Screens as filed in PubChem BioAssay.
14-3-3 PPI – alters human 14-3-3 gamma binding to Raf peptide | P61981 | FP, 14-3-3gamma / TMR-pS259-Raf peptide binding | inhibition, % at 40 µM | hit rate 0.19% among 160,000; in the data active = inhibition above about 30%;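 note: 0% = protein plus tracer without compound and 100% = blank with tracer alone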
Target sequence (P61981 whole entry, looked up): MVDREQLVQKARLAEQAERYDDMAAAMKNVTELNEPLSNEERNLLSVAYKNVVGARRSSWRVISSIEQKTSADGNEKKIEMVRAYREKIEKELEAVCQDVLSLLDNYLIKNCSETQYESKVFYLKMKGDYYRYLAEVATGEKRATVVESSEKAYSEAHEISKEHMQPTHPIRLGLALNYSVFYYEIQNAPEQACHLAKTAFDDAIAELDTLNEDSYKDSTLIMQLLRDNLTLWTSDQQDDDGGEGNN
* marks the source's active call; other numbers are inactive results; & = joins results of further samples.

SMILES	14-3-3 PPI
O=C(CSc1nnc2scc(-c3ccccc3)n12)N1CCN(Cc2ccccc2)CC1	-3
Cc1cc(C(=O)NCc2cccnc2)no1	-1
CCN(CC)CCOc1nc(C)nc2c1oc1ccccc12	-2
COc1cccc(-n2c(SC)nnc2-c2cnccn2)c1	-12
CC(=O)[C@@H]1[C@@H]2C(=O)N(c3ccc(F)c(Cl)c3)C(=O)[C@@H]2C2c3ccccc3C=CN21 (stereo partly drawn)	-30
CCOc1cccc2c1OC1(CCCCC1)N1N=C(c3cccs3)CC21 (stereo not drawn)	-16
CCCS(=O)(=O)N1CCC(C(=O)NCCCN2CCOCC2)CC1	12
CCOC(=O)C1CCCN(C(=O)c2cc3c(=O)n4cccc(C)c4nc3n2C)C1 (stereo not drawn)	-8
C=CCSc1ncccc1C(=O)NC1CCCC1	-124
COc1ccc(-c2cc(C(=O)NCCc3ccccc3)c3ccccc3n2)cc1	1
O=c1cc(Cn2ccnc2)c2cc3c(cc2o1)CCC3	-8
CN1C(=O)c2ccc(NC(=O)c3cc(Cl)ccc3[N+](=O)[O-])cc2C1=O	10
CCOC(=O)c1ccc(NC(=O)c2ccccc2C)cc1	5
COc1ccc(S(=O)(=O)N(CC(=O)N2CCCCCC2)c2cc(C)cc(C)c2)cc1OC	8
Cc1ccc(S(=O)(=O)NCc2csc(C)n2)c(C)c1	-5
Cc1ccc(CSCc2ccc(C(=O)NCc3ccc(F)cc3)o2)cc1	2
CC(Sc1n[nH]c(=O)[nH]c1=O)C(=O)OCc1ccccc1 (stereo not drawn)	-2
CN(c1ccccc1)S(=O)(=O)c1ccc(C(=O)Nc2cccc(-c3nc4ccccc4s3)c2)cc1	-2
CCOC(=O)c1sc(=NC(=O)c2cccc(Oc3ccccc3)c2)n(C)c1C	-14
CCN1CCN(CCCNC(=O)c2cc3cc4ccc(OC)cc4nc3o2)CC1	-5&-10
CC1CCCN(c2oc(-c3cccc4ccccc34)nc2C#N)C1 (stereo not drawn)	0
CC(=O)N1CCc2cc(S(=O)(=O)N3CCN(C4CCCCC4)CC3)ccc21	-2
COc1nnc(-c2ccc(C)c(S(=O)(=O)NC(C)(C)OC)c2)c2ccccc12	-33
Cc1ccc2cc3cc(C(=O)Nc4nc5ccccc5s4)sc3nc2c1	-5
CN(C)c1ccc(-c2noc(-c3ccccc3O)n2)cc1	-1&5
O=C(Oc1ccccc1C(=O)N1CCOCC1)c1cccc(Br)c1	9
Cc1ccc(Cl)cc1N1CCN(C(=O)CCC(=O)Nc2ccc3nc(N4CCOCC4)cc(C)c3c2)CC1	-5
COc1ccc(Cn2c(=O)[nH]c3cc(C(=O)N4CCN(c5cc(Cl)ccc5C)CC4)ccc3c2=O)cc1	-6
CSc1cccc(NS(=O)(=O)c2ccc3c(c2)oc(=O)n3C)c1	-6
Cc1ccc2cc(C)c(N3CCC(C)CC3)nc2c1	-6
Nc1nonc1C(=O)OCC(=O)c1ccc(Br)cc1	0
Cc1cc(C)cc(NCC(=O)Nc2c(C)cccc2C)c1	-10
COc1ccc(NC(=O)C2CCC(CNS(=O)(=O)c3cccs3)CC2)cc1OC (stereo not drawn)	-2
COc1ccc(-n2nnnc2-c2cccc(OC)c2)cc1	-4
O=C(CSCc1ccccc1)N1CCN(C(=O)c2ccco2)CC1	-1
O=[n+]1c2c(n([O-])c3c1CCCC3)CCCC2	-5
Cc1ccc(-n2c3c(cc(C(=O)Nc4ccc(S(N)(=O)=O)cc4)c2=O)C(=O)CCC3)cc1	-17
Cc1ccc(O)c(NC(=O)c2cc3n(n2)C(C(F)(F)F)CC(c2ccc(F)cc2)N3)c1 (stereo not drawn)	-3
Cc1ccc(Sc2c(C)nn(C(C)(C)C)c2OC(=O)C2CCCC2)cc1	-6
COc1ccc(-n2nc3c(c2NC(=O)c2ccc(Br)o2)CS(=O)C3)cc1 (stereo not drawn)	-9
COC(=O)C1=C(C)Nc2nc(SCc3ccccc3)[nH]c(=O)c2C1c1ccc([N+](=O)[O-])cc1 (stereo not drawn)	-56
COc1ccc(NC(=O)C(c2cc3c(cc2[N+](=O)[O-])OCO3)N2CCN(C=O)CC2)cc1 (stereo not drawn)	-3
C[C@]12CC[C@@H]3c4ccc(O)cc4CC[C@H]3[C@@H]1CC[C@@H]2OC(=O)CCC(=O)O	-3
C=CCn1c(SCC(=O)OC)nc2sc3c(c2c1=O)CCN(C)C3	-12
Cc1n[nH]c(C)c1CCCOc1ccc(Br)cc1	-2
CCOc1ccc(-n2c(Cc3cc(=O)[nH]c(=O)[nH]3)nnc2SCC(=O)OC)cc1	-1
CC(C)(C)Nc1ncnc2c1cnn2-c1ccccc1	-1
O=C(CCCn1c(=S)[nH]c2ccc(Br)cc2c1=O)NCCc1ccc(Cl)cc1	-4
Cc1cc(C)cc(Oc2ccc(-c3cnc4ccccc4n3)cc2[N+](=O)[O-])c1	0
O=[n+]1cc(-c2ccccc2)n([O-])c2c1CCCC2	6
O=C(Nc1ccccc1Br)c1cc(S(=O)(=O)NCc2ccc3c(c2)OCO3)ccc1F	-1
Cn1c(=O)c2c(nc3n(CCCO)c(C45CC6CC(CC(C6)C4)C5)cn23)n(C)c1=O	-16
C=CCn1c(N)c(C(=O)OC(C)CC)c2nc3ccccc3nc21 (stereo not drawn)	-7
COc1ccc(NC(=O)CSc2ncnc3c2sc2ccccc23)c(OC)c1	-3
COc1ccc(C2CC(=O)C3=C(C2)Nc2ccccc2N(C(=O)C2CC2)C3c2cccnc2)cc1OC (stereo not drawn)	-12
CCCCC(=O)O[C@H]1CC[C@H]2[C@@H]3CCc4cc(O)ccc4[C@H]3CC[C@]12C	5
c1ccc(-c2nn3c(Cn4cnc5ccccc54)nnc3s2)cc1	3
CC(C)OC(=O)C1C2C=CC3(CN(C(C)c4ccc(Br)cc4)C(=O)C13)O2 (stereo not drawn)	-1
CCCCOC(=O)CCc1c(C)[nH]c(=O)c(C#N)c1C	-1
Cc1ccc2c(c1NCCc1ccccc1)C(=O)c1ccccc1C2=O	-79

Next part:
SMILES	14-3-3 PPI
O=C1CCCC2=C1C(c1cc3c(cc1[N+](=O)[O-])OCO3)Nc1ccc(C(=O)c3ccccc3)cc1N2 (stereo not drawn)	-5
O=C(CC12CC3CC(C1)CC(CC(=O)Nc1nccs1)(C3)C2)Nc1nccs1	1
CCCCCCn1c(CN2CCCCC2C)nc2c1c(=O)n(C)c(=O)n2C (stereo not drawn)	-12
COc1cccc(C(=O)Oc2c(Sc3ccccc3)c(C)nn2C(C)(C)C)c1OC	2
CC(=O)N1CCc2cc(Br)cc(S(=O)(=O)N3CCC(C(=O)Nc4ccccc4C)CC3)c21	-28
CCOc1ccc(S(=O)(=O)Nc2cccc(Cl)c2)cc1	3
Cc1ccccc1Cn1c(=O)[nH]c2ccccc21	-2&7
CCN(Cc1ccccc1)S(=O)(=O)c1cc(C(=O)Nc2ccc(C(C)C)cc2)ccc1F	4
C=CCOC(=O)c1sc(N2C(=O)c3oc4ccccc4c(=O)c3C2c2ccco2)nc1C (stereo not drawn)	1
O=C(c1cc(-c2ccco2)on1)N1CCCC1	-32
COc1cc(-c2nn3c(-c4ccccc4)nnc3s2)cc(OC)c1OC	-9
Cc1ccc(NS(=O)(=O)c2cc(C(=O)O)ccc2Cl)c(C)c1	2
CC(C)OC(=O)CSc1nnc(-c2cccnc2)n1N	-2
CCCCN(C(=O)NC(=O)Nc1cccc(C)c1)S(C)(=O)=O	-2
CC(C)Cc1cc(C(=O)Nc2c(F)cc(F)cc2Br)no1	-2
CCNC(=O)COC(=O)c1ccc(S(=O)(=O)N2CCCCCC2)cc1	-10
COCc1c(C(N)=O)nnn1-c1nonc1N	-9
CCN(C(=O)c1cn(CC(C)C)c(=O)c2cc(OC)c(OC)cc12)c1ccc(F)cc1	0
CC1=C(C(=O)N2CCCCC2)C(c2ccccc2F)C2=C(CC(C)(C)CC2=O)N1 (stereo not drawn)	-1
CCn1c(SCC(=O)Nc2ccccc2-c2ccccc2)nnc1-c1ccoc1C	-5
Cc1ccc(Oc2nsnc2N2CCOCC2)cc1	-1
CN(C)S(=O)(=O)N1CCN(C(=O)N(c2ccccc2)c2ccccc2)CC1	-14
COc1ccc2c(c1)CCc1c(C(=O)N3CCCC3)noc1-2	0
COc1ccccc1Cn1c(=S)[nH]c2ncccc2c1=O	1
CS(=O)(=O)N1CCCC(C(=O)NCCc2ccccc2)C1 (stereo not drawn)	2
c1coc(CNCCCN2CCOCC2)c1	6
COc1cc(CNC(=O)OCC(C)C)cc(OC)c1OC	-1
COC(=O)c1ccc(Cc2nc3ccccc3n(C)c2=O)cc1	4
O=c1oc2c(CN3CCCCCC3)c(O)ccc2cc1-c1nc2ccccc2[nH]1	-7
Cc1cc(C)n(-c2nc3ccccc3c(=O)n2OCCOc2ccccc2)n1	-11
CCC(=O)Nc1sc2c(c1C(=O)Nc1ccccc1C(F)(F)F)CCC(C(C)(C)C)C2 (stereo not drawn)	-8
O=c1[nH]c2cc(S(=O)(=O)N3CCCCC3)ccc2o1	-22
C=CCn1c(SCc2cc(=O)n3ccsc3n2)nnc1C1CCCCC1	-13
OC1=C(O)c2nc3ccccc3nc21	-44
Cc1nn2c(C(F)(F)F)c3c(nc2c1-c1ccccc1)CCC3	-18
CCOC(=O)c1nc(Nc2ccc(Oc3ccccc3)cc2)c2ccccc2n1	-5
O=C(CCc1nc(-c2ccccc2F)no1)NCCCN1CCCC1=O	-1
COc1ccc(NC(=O)Cn2cnc3sc(C)c(S(=O)(=O)N4CCC(C)CC4)c3c2=O)c(OC)c1	-6
COc1ccc(-n2nc3c(c2NC(=O)Cc2ccccc2)CSC3)cc1	-8
COc1ccc2cc3cc(C(=O)NCCCN4CCCC4)sc3nc2c1	-24
Cc1ccc(S(=O)(=O)C(C#N)c2nc3ccccc3nc2N2CCC(C)CC2)cc1 (stereo not drawn)	-12
COc1cccc(OCCn2c(-c3ccc(Cl)cc3)nc3ccccc3c2=O)c1	-18
COC(=O)c1cccc(NC(=O)Cn2nnc3ccccc32)c1	-10
CCC(C)NC(=O)c1ccc2c(=O)n(CCC3=CCCCC3)c(=S)[nH]c2c1 (stereo not drawn)	2
CCOC(=O)c1ccc(N2C(=O)CC(Nc3ccc(OC(F)(F)Cl)cc3)C2=O)cc1 (stereo not drawn)	-11
CC(=O)c1cccc(NS(=O)(=O)c2cc(Br)cc3c2N(C(=O)C2CC2)CC3)c1	-14
O=C(O)CCCC(=O)Nc1nc(-c2ccc(F)cc2)cs1	-1
CCc1nnc(NC(=O)C(C)Sc2ccccc2)s1 (stereo not drawn)	-3
CCN(CC)S(=O)(=O)c1ccc(C(=O)NCc2n[nH]c(=S)n2-c2cccc(C(F)(F)F)c2)cc1	7
COc1ccc2oc(=O)c(C(=O)Nc3nc(-c4ccc(Oc5ccccc5)cc4)cs3)cc2c1	-14
COc1ccc(-n2c(=S)[nH]c3cc(C(=O)NCCc4ccccc4)ccc3c2=O)cc1	7
Cn1c(=O)oc2cc(S(=O)(=O)NCc3ccccc3)ccc21	-12
Cc1ccc(CCNC(=O)C2CCN(S(=O)(=O)N3CCOCC3)CC2)cc1	0
CC(C)(C)c1cc(C(=O)O)c(CN2CCCCC2)o1	-5&-16
O=C(Nc1ccc2c(c1)CCC2)C1CCN(c2c3c(nc4ncnn24)CCC3)CC1	-7
COc1cccc(-c2nc(CS(=O)(=O)CC(=O)N3CCN(C4CCCCC4)CC3)c(C)o2)c1	-5
CCOCCn1c(CN2CCN(CC)CC2)nc2c1c(=O)n(C)c(=O)n2C	1
O=C(c1ccc([N+](=O)[O-])cc1)N1c2ccccc2CCc2ccccc21	3
Cc1ccccc1C1C2=C(CC(C)(C)CC2=O)N(CCc2ccccc2)C2=C1C(=O)CC(C)(C)C2	-3
Cc1ccc(-c2nc(-c3ccncc3)no2)c(Cl)c1	-2

(further entries)
SMILES	14-3-3 PPI
CCOc1cc(S(=O)(=O)NCC2OCCc3ccccc32)c(OCC)cc1-n1cnnn1 (stereo not drawn)	-6
O=C(Nc1ccc2nc(-c3cccs3)[nH]c2c1)c1ccco1	-24
COCC(=O)Nc1ccc2nc(N3CCC(C)CC3)cc(C)c2c1	-25
CCC(C)NC(=O)CSc1nc2nc(C)cc(C)n2n1 (stereo not drawn)	-10
O=C(Oc1cccc2cccnc12)c1cn(-c2ccccc2)nc1-c1ccccc1	0
CCN(c1ccccc1)S(=O)(=O)c1ccc2[nH]c(=O)c(=O)[nH]c2c1	8
CCOc1cc(C2C=C(c3cccc([N+](=O)[O-])c3)Nc3ncnn32)ccc1OC(F)F (stereo not drawn)	-1
COC(=O)C1C(=O)C2=C(CC1C)NC(C)=C(C(=O)OC1CCCC1)C2c1cccc([N+](=O)[O-])c1 (stereo not drawn)	-14

The list is partial; the hit share may differ from the screen's.
